Siah-1 displacement: blockers of Siah-1 interaction with plectin peptide – biochemical, fluorescence polarization, rhodamine-plectin, uHTS, primary screen (AID 1817) | Siah-1 / rhodamine-plectin peptide fluorescence polarization; higher % means a stronger effect | displacement, % at 20 µM; hits with a dose series show IC50 in µM | 290,000 compounds, 0.02% hits;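 active = displacement of at least 50% at 20 µM, with a fluorescence ratio check between 0.3 and a set limit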;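 note: plate controls were Siah plus tracer with DMSO for no effect and tracer alone without Siah for full effect; strong numbers were not always called active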
UTI89 phage lysis: protection from phage-mediated lysis, alamar blue read-out – E. coli UTI89, K1F phage, bacterial capsule biogenesis inhibitors (AID 488966). 340,000 compounds, 0.02% hits. one-dose inhibition, % at 100 µM; IC50 in µM for titrated hits. E. coli UTI89 K1F phage lysis, alamar blue, 2 h; higher % means a stronger effect;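 active = phage lysis inhibition, versus mean bacterial control, above a set limit; inconclusive = no clear call, values can overlap the other calls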;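 note: capsule biogenesis inhibitors block K1F phage lysis so surviving cells raise fluorescence; higher fluorescence means more inhibition of phage lysis; actives were called in the ten point dose series up to 300 µM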
West Nile virus CPE: West Nile virus antiviral activity, cell-based, CPE readout (AID 1621). West Nile virus-infected cells, CPE inhibition; higher % means a stronger effect. one-dose CPE inhibition, % at 10 µM; IC50 in µM for titrated hits. 290,000 compounds, 0.02% hits; in the data active = a potency from the dose series; inconclusive = CPE inhibition mostly from about 3.7% at the one dose, without a potency; inactive = the rest, 99 in 100 with CPE inhibition below about 2.2%; note: strong numbers were not always called active
NTR1 agonist: NTR1-driven beta-arrestin-GFP spot formation – imaging, U2OS cells, high content, primary screen (AID 493036) | 330,000 compounds, 0.17% hits | agonist mode | P30989 | activation, % at 20 µM;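 active = activation at or above 40% of the spot to cytoplasm intensity ratio, with at least 20 cells analyzed; inconclusive = wells under 20 cells, flagged as cytotoxic or low count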;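 note: 0% = DMSO without peptide and 100% = 100 nM NTR1 peptide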
Target sequence (P30989 whole entry, looked up): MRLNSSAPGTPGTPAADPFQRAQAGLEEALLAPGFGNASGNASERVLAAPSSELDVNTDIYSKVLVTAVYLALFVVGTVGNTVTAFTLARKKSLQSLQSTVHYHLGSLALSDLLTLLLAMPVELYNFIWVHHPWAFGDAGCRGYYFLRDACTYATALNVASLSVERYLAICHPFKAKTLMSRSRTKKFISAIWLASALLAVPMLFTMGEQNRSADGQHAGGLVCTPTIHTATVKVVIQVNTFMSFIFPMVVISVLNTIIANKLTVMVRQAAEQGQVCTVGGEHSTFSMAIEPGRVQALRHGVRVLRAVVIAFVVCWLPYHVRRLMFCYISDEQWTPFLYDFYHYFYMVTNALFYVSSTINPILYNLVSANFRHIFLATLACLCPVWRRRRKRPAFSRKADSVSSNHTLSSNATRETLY
Large T inhibition: TAg ATPase/helicase activity blockers – biochemical (AID 1903); inhibition, % at 20 µM; hits with a dose series show IC50 in µM; 310,000 compounds, 0.39% hits; SV40 large T antigen ATPase/helicase inhibition assay; higher % means a stronger effect; in the data active = a potency from the dose series; inconclusive = inhibition mostly from about 32% at the one dose, without a potency; inactive = the rest, 99 in 100 with inhibition below about 32%; note: strong numbers were not always called active
AID2073: inhibitors of Mint1-CaV2.2 protein interaction, biochemical, HTRF (AID 2073) | HTRF protein-protein interaction, Mint1-CaV2.2; higher % means a stronger effect | inhibition, % at 20 µM; hits with a dose series show IC50 in µM | 290,000 compounds, 0.19% hits; in the data active = inhibition mostly above about 51%, no sharp cut-off; inconclusive = no clear call, values can overlap the other calls; inactive = mostly below about 53%; note: some results filed as inactive read as strong as hits
RSV CPE inhibition: RSV antiviral activity via CPE protection, HEp-2 cells, primary 10 µM value included (AID 2391). HEp-2 cells, RSV-induced CPE inhibition; higher % means a stronger effect. one-dose CPE inhibition, % at 10 µM; IC50 in µM for titrated hits. 310,000 compounds, 0.13% hits; in the data active = a potency from the dose series; inconclusive = CPE inhibition mostly from about 23% at the one dose, without a potency; inactive = the rest, 99 in 100 with CPE inhibition below about 21%; note: strong numbers were not always called active
Dengue-2 NS5 capping: Dengue-2 NS5 methyltransferase inhibitors, primary screen, biochemical, confirmation dose response (AID 588689) | Dengue-2 NS5 methyltransferase capping enzyme assay, biochemical; higher % means a stronger effect | one-dose inhibition, % at 25 µM; IC50 in µM for titrated hits | 340,000 compounds, 0.3% hits; in the data active = a potency from the dose series; inconclusive = inhibition above about 29% without an active follow-up result
MgcRacGAP inhibition: MgcRacGAP GTPase-activating activity inhibitors, confirmation, biochemical, ADP Hunter fluorescence. MgcRacGAP-stimulated Rac1 GTP hydrolysis, ADP Hunter fluorescence; higher % means a stronger effect; GST-tagged Rac1 F28L mutant substrate. inhibition, % at 30 µM, or IC50 in µM where a hit was titrated. 340,000 compounds, 0.6% hits. AID 624330;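 active = first-screen hits whose inhibition reached a set limit at any dose in the follow-up dose series; inconclusive = inhibition above the set first-screen limit but never retested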;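 note: fluorescence reports GDP produced by GAP-driven GTP hydrolysis; strong numbers were not always called active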
NTR1 agonist cell count 20 µM: further read-out of NTR1 agonist, marked with its call; cell count; measured here: cell count, cytotoxicity flag
Dengue-2 NS5 capping pilot replicate: further read-out of Dengue-2 NS5 capping, marked with its call; inhibition, %; measured here: pilot screen replicate inhibition
Numbers without * were called inactive; ? = inconclusive; nt = not tested or not shown; [ ] = dose if it differs, or a comment.

SMILES | Siah-1 displacement | UTI89 phage lysis | West Nile virus CPE | NTR1 agonist | NTR1 agonist cell count 20 µM | Large T inhibition | AID2073 | RSV CPE inhibition | Dengue-2 NS5 capping | MgcRacGAP inhibition | others
O=C1/C(=C/c2ccco2)SC(=S)N1CCC(=O)N1CCCCC1CCO (stereo unspecified) | 2% | 0.2% | 10% | 1.3 | 54 | 54% | -7% | 1.4% | 20% | 2%
COc1ccc(OC)c(Nc2nc3nonc3nc2N2CCCC(C)C2)c1 (stereo unspecified) | 3% | 0.3% | -0.8% | 0.4 | 94 | 4% | 8% | -0.4% | -7% | 6%
CC1CCCCC1NC(=O)CN1C(=O)NC(C)(c2cc(F)ccc2F)C1=O (stereo unspecified) | nt | 0.9%[50 µM] | nt | 4.3 | 62 | nt | nt | -0.1% | 6% | -4%
CCN(CC(=O)Nc1ccc(NC(C)=O)cc1)C(=O)c1ccc2c(c1)S(=O)(=O)N=C1CCCCCN12 | nt | 0.0%[50 µM] | nt | 0.6 | 60 | 5% | nt | -1.6% | 0% | 1%
COc1ccc(NC(=O)C2CC(=O)n3ncnc3N2)cc1 (stereo unspecified) | 2% | -0.4% | 0.0% | 0.3 | 64 | 4% | -5% | 0.0% | 2% | 2%
CC(c1ccco1)N(C(=O)COc1ccccc1[N+](=O)[O-])c1ccccn1 (stereo unspecified) | 4% | -0.2%[50 µM] | -0.1% | 0.1 | 38 | 7% | -4% | 1.9% | -12% | 3%
Cn1c(N)c(C(=O)COC(=O)C2(c3ccc(Cl)cc3)CCCC2)c(=O)n(C)c1=O | 0% | 0.1% | -0.3% | 19 | 77 | 1% | -2% | 0.6% | -9% | 0%
O=[N+]([O-])c1cccc(-c2ccc3nnc(SCc4ccccn4)n3n2)c1 | -2% | 0.4% | -0.4% | -0.4 | 46 | 8% | -2% | 1.2% | 3% | -8%
COc1ccc(Cc2nnc(SCC(=O)c3ccccc3)o2)cc1 | -6% | 0.3% | -0.1% | 0.8 | 36 | 2% | -6% | 1.3% | -2% | 12%
CC(Oc1ccccc1F)c1nnc(SCC(=O)c2c(N)n(C3CC3)c(=O)[nH]c2=O)o1 (stereo unspecified) | nt | 0.6%[50 µM] | nt | 0.4 | 98 | nt | nt | 1.3% | 3% | 3%
C=C(C)Cc1c(C)nc(-c2ccccc2)[nH]c1=O | 25% | -0.1% | 0.1% | 1.8 | 86 | 2% | 12% | 0.7% | 1% | 7%
Cc1ccc(S(=O)(=O)NC(CC(C)C)C(=O)Oc2ccc3c4c(c(=O)oc3c2)CCC4)cc1 (stereo unspecified) | -2% | 0.1% | 0.1% | 30 | 56 | 11% | 13% | -0.6% | 1% | 19%
COc1ccc(C(=O)OCCNC(=O)c2c(Cl)nc3ccccn23)cc1 | 2% | -0.2% | 0.5% | 1.8 | 29 | 0% | 4% | 1.1% | 2% | 14%
CCc1ccc2c(c1)C1(SC(NC(C)=O)=NN1C(C)=O)C(=O)N2C(C)C (stereo unspecified) | 0% | 0.2% | -0.3% | 0.3 | 50 | 10% | 11% | -0.8% | -6% | 9%
CCOc1ccc(OCCOCCOc2c(Cl)cccc2Cl)cc1 | nt | 0.4% | -0.2% | 0.4 | 57 | nt | nt | 3.2% | 5% | 6%
CCOc1ccc(C2CC(=O)NC(SCC(=O)OC)=C2C#N)cc1 (stereo unspecified) | 1% | 0.2% | -0.4% | -1.0 | 53 | -2% | 0% | 0.5% | -1% | 0%
CC(C)(C)c1ccc(-c2nc3cc(N)ccc3o2)cc1 | 2% | 1.1% | -1.3% | 7.3 | 67 | 8% | 48% | 5.2% | -13% | 13%
COc1ccc(C(=O)COC(=O)c2ccc(Cl)nc2)c(OC)c1 | nt | 1.1%[50 µM] | nt | -0.5 | 70 | 24% | nt | -2.1% | -7% | 4%
COC(=O)[C@@]12CCCN1[C@H](c1ccc(-c3ccc(F)cc3)c(OC)c1)[C@H]1C(=O)N(C)C(=O)[C@H]12 | nt | -0.3% | nt | -1.9 | 84 | 18% | nt | 2.0% | -4% | 4%
Cc1csc2nc(CNC(=O)c3cccc(C(F)(F)F)c3)cn12 | -3% | 0.1% | -0.1% | 1.7 | 50 | 14% | 2% | 4.0% | -3% | 16%
O=C(CNC1CCCC1)Nc1cc(Cl)ccc1[N+](=O)[O-] | -2% | 0.0% | -0.6% | 1.0 | 51 | -4% | -14% | 0.3% | -6% | 31%
COc1ccc(CCNC(=O)c2nnn(CC(=O)Nc3cccc(F)c3)c2N)cc1OC | -1% | 0.1% | 0.1% | 1.2 | 71 | 3% | 13% | 1.6% | -1% | 10%
CC(=O)Nc1ccc(S(=O)(=O)Oc2cccc(/C=N/N=C3/NC(=O)C(CC(=O)O)S3)c2)cc1 (stereo unspecified) | -3% | -1.2% | 0.4% | 2.3 | 52 | 5% | 0% | 1.1% | -5% | 5%
COc1ccc(CCN=C(N)NS(=O)(=O)c2ccc(OC)c(OC)c2)cc1OC | 0% | 0.8% | 0.2% | 0.4 | 67 | 22% | 10% | -0.3% | -3% | 9%
CCN(c1ccccc1)c1cc(C)nc2ncnn12 | -1% | -1.4% | 1.0% | 18 | 59 | 2% | -3% | 0.7% | -4% | 1%
c1cn(CCCNc2ncnc3sc4c(c23)CCC4)cn1 | -3% | 0.9% | -0.1% | 0.5 | 36 | 5% | -1% | -0.6% | -2% | 21%
CC(C)c1ccc(NC(=O)Cn2c(=O)oc3cccnc32)cc1 | 6% | 1.0% | -0.6% | -0.7 | 49 | 9% | 8% | nt | -11% | 4%
CCN(CCNS(=O)(=O)c1ccc2c(c1)oc(=O)n2C)c1ccccc1 | 1% | 0.5% | -0.3% | -0.4 | 80 | 13% | 19% | 0.1% | -3% | -1%
CC(=O)c1sc2nc(-c3ccc(C)cc3)c3c(c2c1N)CCCC3 | -3% | 0.0% | -0.2% | 9.0 | 69 | 6% | -17% | ? | 1% | 7%
Cc1ccc(S(=O)(=O)N/N=c2\sc3ccccc3n2C)cc1 | 1% | 4.7% | 0.3% | 1.4 | 40 | 7% | 5% | 2.2% | -4% | 2%
COc1cccc(CN2CC(C(=O)NCCCn3cccn3)CCC2=O)c1 (stereo unspecified) | 1% | 0.4% | -0.1% | 11 | 17 | -1% | 3% | 1.2% | -8% | 1%
COc1ccc(C(=O)Nc2cnc3ccccn3c2=O)cc1 | 7% | 0.3% | -0.7% | 1.1 | 51 | 5% | 11% | 0.5% | 1% | 5%
O=S(=O)(c1cnc(Cl)c(Cl)c1)N1CCc2ccccc21 | -4% | 0.5% | ? | 3.9 | 48 | 6% | 2% | 1.1% | -2% | 9%
O=c1cc(-c2ccccc2)nc2nc(CCc3ccccc3)[nH]n12 | 0% | 0.0% | 0.4% | 1.2 | 47 | 2% | 9% | 1.2% | 10% | 1%
COc1ccc(C(=O)NCC(C)NC(=O)c2ccc(OC)cc2)cc1 (stereo unspecified) | nt | -0.1% | nt | 1.6 | 56 | 10% | nt | 1.0% | -12% | 0%
O=C(COC(=O)c1ccccc1F)Nc1ccc(S(=O)(=O)N2CCOCC2)cc1 | nt | 2.6% | nt | 5.3 | 61 | nt | nt | nt | -5% | 1%
CNC(=O)c1cc(S(=O)(=O)N(C)C)ccc1Cl | 1% | 6.2% | 0.3% | 0.0 | 60 | 1% | -4% | 0.6% | -2% | 7%
Cc1ccc2c(c1)N1C(=O)c3ccccc3C1C1=C(CC(C)(C)CC1=O)N2 (stereo unspecified) | 9% | 0.1% | 0.3% | -3.4 | 87 | 0% | 8% | 1.0% | 0% | 3%
CN1CCN(S(=O)(=O)c2ccc(NC(=O)c3ccccc3Cl)cc2)CC1 | -1% | 2.6% | -0.6% | 1.2 | 58 | 9% | -6% | 1.9% | -4% | 4%
CC(C)CCOc1cccc(OCC(=O)N(C)C2CCS(=O)(=O)C2)c1 (stereo unspecified) | 1% | 0.2% | -0.9% | -1.7 | 56 | 20% | 0% | 0.1% | -9% | 6% | Dengue-2 NS5 capping pilot replicate=-8.2

At a glance, two of the compounds above:
SMILES | Siah-1 displacement | UTI89 phage lysis | West Nile virus CPE | NTR1 agonist | NTR1 agonist cell count 20 µM | Large T inhibition | AID2073 | RSV CPE inhibition | Dengue-2 NS5 capping | MgcRacGAP inhibition | others
CN1CCN(S(=O)(=O)c2ccc(NC(=O)c3ccccc3Cl)cc2)CC1 | -1% | 2.6% | -0.6% | 1.2 | 58 | 9% | -6% | 1.9% | -4% | 4%
CC(C)CCOc1cccc(OCC(=O)N(C)C2CCS(=O)(=O)C2)c1 (stereo unspecified) | 1% | 0.2% | -0.9% | -1.7 | 56 | 20% | 0% | 0.1% | -9% | 6% | Dengue-2 NS5 capping pilot replicate=-8.2

Among those listed so far, these contain fluorine:
SMILES | Siah-1 displacement | UTI89 phage lysis | West Nile virus CPE | NTR1 agonist | NTR1 agonist cell count 20 µM | Large T inhibition | AID2073 | RSV CPE inhibition | Dengue-2 NS5 capping | MgcRacGAP inhibition | others
CC1CCCCC1NC(=O)CN1C(=O)NC(C)(c2cc(F)ccc2F)C1=O (stereo unspecified) | nt | 0.9%[50 µM] | nt | 4.3 | 62 | nt | nt | -0.1% | 6% | -4%
CC(Oc1ccccc1F)c1nnc(SCC(=O)c2c(N)n(C3CC3)c(=O)[nH]c2=O)o1 (stereo unspecified) | nt | 0.6%[50 µM] | nt | 0.4 | 98 | nt | nt | 1.3% | 3% | 3%
COC(=O)[C@@]12CCCN1[C@H](c1ccc(-c3ccc(F)cc3)c(OC)c1)[C@H]1C(=O)N(C)C(=O)[C@H]12 | nt | -0.3% | nt | -1.9 | 84 | 18% | nt | 2.0% | -4% | 4%
Cc1csc2nc(CNC(=O)c3cccc(C(F)(F)F)c3)cn12 | -3% | 0.1% | -0.1% | 1.7 | 50 | 14% | 2% | 4.0% | -3% | 16%
COc1ccc(CCNC(=O)c2nnn(CC(=O)Nc3cccc(F)c3)c2N)cc1OC | -1% | 0.1% | 0.1% | 1.2 | 71 | 3% | 13% | 1.6% | -1% | 10%
O=C(COC(=O)c1ccccc1F)Nc1ccc(S(=O)(=O)N2CCOCC2)cc1 | nt | 2.6% | nt | 5.3 | 61 | nt | nt | nt | -5% | 1%

Screens (PubChem BioAssay)

An unsorted share of the library; 1.6% or so of the library scored in one or more.
